# NCOA3 inh: inhibitors of human steroid receptor coactivator 3 (SRC3). inhibition, % at 3.6 µM. HEK293 GAL4-SRC3 luciferase reporter, luminescence. actives 0.17% (n = 360,000);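 active = inhibition above a per-campaign cutoff, the mean of all compounds plus 3 SD, cut at about 60% in these data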;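 note: 0% = DMSO-treated cells and 100% = gossypol-treated cells at 36 µM; higher means less SRC3-driven luciferase light from the GAL4 reporter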
# KKLEB tox: reduces viability of KKLEB cystic fibrosis airway cells | KKLEB CF airway cells viability, ATPlite luminescence, overnight; stronger effect = lower value; cells stimulated with P. aeruginosa culture filtrate | activity change (cytotoxicity), % at 5 µM | actives 0.36% (n = 360,000) | AID 602141;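 active = corrected activity change at or below -50% at 5 µM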
# TROY NFkB inh: TROY signaling inhibition; Q293 LMP1-TROYcd NF-kB luciferase reporter, 4 h; inhibition, % at 10 µM; actives 0.98% (n = 360,000); AID 1347056;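 active = compounds whose plate-normalised and pattern-corrected inhibition of the luciferase reporter signal at the single screening dose is 50% or more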
# CF NFkB inh: inhibitors of cystic fibrosis induced NF-kB; inhibition, % at 5 µM; actives 0.86% (n = 360,000); KKLEB NF-kB-GFP reporter, PAF-induced, GFP fluorescence overnight;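 active = at least 50% inhibition at 5 µM, scaled per plate between neutral and stimulator controls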;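 note: PAF is a Pseudomonas aeruginosa culture filtrate used as stimulus; plate controls were PAF-stimulated DMSO wells for no effect and unstimulated DMSO wells for full effect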
# EBV LMP1 NFkB: reduces LMP1-driven NF-kappaB luciferase signal. LMP1-induced NF-kappaB luciferase reporter cells, luminescence. inhibition, % at 12.5 µM. AID 504558. actives 0.69% (n = 350,000); in the data active = inhibition above about 41%;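 note: 0% = neutral control wells and 100% = reference inhibitor control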
# TWEAK-Fn14 inh: blocks TWEAK-Fn14 interaction in a reporter cell assay | actives 2% (n = 360,000) | inhibition, % at 10 µM | TWEAK-stimulated Fn14 reporter cells, luciferase luminescence, 8 h; in the data active = inhibition above about 50%
# NR5A2 inv ag: inverse agonists of human LRH-1 (NR5A2). O00482. HEK293T StAR-luciferase reporter, LRH-1 transfected, 24 h. inhibition, % at 3.6 µM. actives 0.13% (n = 360,000). AID 602396;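 active = inhibition above the mean inhibition of all tested compounds plus 3 SD, cut at about 73% in these data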;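 note: 0% = DMSO wells and 100% = reporter-only cells lacking LRH-1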
# COUP-TFII inh: inhibitors of human COUP-TFII (NR2F2); P24468; HEK293T NGFI-A luciferase reporter, luminescence; inhibition, % at 8.6 µM; actives 0.7% (n = 370,000); AID 686940;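 active = inhibition above a per-plate cutoff, mean inhibition of test wells between control levels plus 3 SD, cut at about 38% in these data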;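 note: cells cotransfected with COUP-TFII expression vector driving the NGFI-A reporter; 0% = median of COUP-TF2 test wells and 100% = reporter-only cells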
# Shn3 3UTR inh: inhibitors of Schnurri-3 3'UTR reporter in osteoblasts | inhibition, % at 12.5 µM | actives 0.52% (n = 360,000) | Clone20 osteoblast Shn3 3'UTR firefly luciferase, 24 h;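 active = mean inhibition of at least 75% with every replicate also reaching 75%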;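 note: 0% = median of neutral control wells and 100% = pilot-screen positive control compound; some compounds past the cut are filed as inactive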
# TRAIL sens C8: caspase-8 TRAIL sensitization | actives 1% (n = 360,000) | inhibition (viability loss, TRAIL sensitization), % at 10 µM | NB7+C8 cells + TRAIL, ATPlite viability luminescence | AID 624354;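 active = compounds causing at least 50% loss of cell viability in the single-dose screen, relative to plate controls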
# NCOA1 inh: inhibitors of human steroid receptor coactivator 1 (SRC1). Q15788. HEK293 GAL4-SRC1 luciferase reporter, luminescence. inhibition, % at 3.6 µM. actives 0.12% (n = 360,000). AID 588354;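 active = inhibition above the campaign mean plus 3 SD, with each screening campaign given its own cutoff, cut at about 60% in these data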;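 note: 0% = DMSO treated cells and 100% = gossypol at 36 µM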
# Target sequence (Q15788 whole entry, looked up, the tested form may be a part): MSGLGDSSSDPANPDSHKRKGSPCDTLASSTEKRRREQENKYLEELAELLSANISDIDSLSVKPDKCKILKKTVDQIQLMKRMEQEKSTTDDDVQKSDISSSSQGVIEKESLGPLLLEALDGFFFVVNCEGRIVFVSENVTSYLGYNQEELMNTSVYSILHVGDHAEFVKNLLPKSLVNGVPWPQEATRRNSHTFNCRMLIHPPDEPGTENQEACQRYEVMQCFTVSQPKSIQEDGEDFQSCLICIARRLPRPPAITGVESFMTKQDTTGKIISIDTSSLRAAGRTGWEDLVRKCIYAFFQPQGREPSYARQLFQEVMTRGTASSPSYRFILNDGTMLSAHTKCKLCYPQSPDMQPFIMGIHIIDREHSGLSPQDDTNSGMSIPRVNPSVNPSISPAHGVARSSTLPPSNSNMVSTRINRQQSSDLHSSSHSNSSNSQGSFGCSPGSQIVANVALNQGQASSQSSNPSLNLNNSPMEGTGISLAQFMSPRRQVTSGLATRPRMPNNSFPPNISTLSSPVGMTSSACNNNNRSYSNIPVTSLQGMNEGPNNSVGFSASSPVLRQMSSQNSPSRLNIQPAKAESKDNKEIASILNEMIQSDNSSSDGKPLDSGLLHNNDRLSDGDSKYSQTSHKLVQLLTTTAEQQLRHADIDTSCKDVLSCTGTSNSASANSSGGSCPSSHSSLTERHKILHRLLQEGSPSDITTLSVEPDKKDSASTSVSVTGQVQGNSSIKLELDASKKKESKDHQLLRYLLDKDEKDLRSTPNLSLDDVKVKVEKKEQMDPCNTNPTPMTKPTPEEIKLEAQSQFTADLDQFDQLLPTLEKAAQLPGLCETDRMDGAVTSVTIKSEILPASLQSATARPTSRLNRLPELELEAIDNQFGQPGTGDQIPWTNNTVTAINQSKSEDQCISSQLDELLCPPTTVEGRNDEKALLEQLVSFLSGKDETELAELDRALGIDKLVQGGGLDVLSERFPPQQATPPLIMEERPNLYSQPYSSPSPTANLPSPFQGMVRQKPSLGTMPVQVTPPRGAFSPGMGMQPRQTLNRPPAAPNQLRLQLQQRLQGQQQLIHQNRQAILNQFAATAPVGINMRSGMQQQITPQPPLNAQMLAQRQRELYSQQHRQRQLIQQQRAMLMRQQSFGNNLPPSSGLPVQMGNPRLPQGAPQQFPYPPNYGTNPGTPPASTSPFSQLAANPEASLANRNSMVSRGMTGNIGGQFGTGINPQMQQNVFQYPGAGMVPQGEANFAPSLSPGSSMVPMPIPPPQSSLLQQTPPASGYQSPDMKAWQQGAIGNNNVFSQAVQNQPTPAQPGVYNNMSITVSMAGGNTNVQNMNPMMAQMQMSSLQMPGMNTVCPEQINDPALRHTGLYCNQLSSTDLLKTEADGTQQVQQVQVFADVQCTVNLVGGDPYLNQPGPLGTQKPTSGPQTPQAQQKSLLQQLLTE
# * marks the source's active call; other numbers are inactive results; x = not tested or not shown; & = joins results of further samples.
structure | NCOA3 inh | KKLEB tox | TROY NFkB inh | CF NFkB inh | EBV LMP1 NFkB | TWEAK-Fn14 inh | NR5A2 inv ag | COUP-TFII inh | Shn3 3UTR inh | TRAIL sens C8 | NCOA1 inh
Cc1ccc(NC(=O)CSc2nc3ccc(Nc4nc(N5CCOCC5)nc(N5CCOCC5)n4)cc3s2)cc1 | -2 | -42 | 9 | 50 | -3 | -46 | 8 | 0 | 70 | 55* | -17
COc1ccc(C(=O)C(C)OC(=O)c2sc(C)nc2C)cc1 (stereo not drawn) | -3 | 2 | 2 | 8 | 0 | 9 | 27 | -28 | 1 | -9 | -3
O=C(Cc1ccc2ccccc2c1)NC(Cc1ccccc1)C(=O)O (stereo not drawn) | -13 | 13 | 5 | -16 | -1 | 9 | 11 | -3 | -16 | -14 | -12
Cc1ccc(S(=O)(=O)CC(=O)c2cc(C)c(O)c(C)c2)cc1 | 16 | 12 | -1 | -4 | 1 | 2 | -1 | 4 | 26 | 2 | -2
COc1ccccc1CC(=O)Nc1sc2c(c1C(N)=O)CCCC2 | -25 | -2 | 19 | 6 | -16 | 26 | -8 | 1 | -2 | -10 | 7
Cc1noc(C)c1CSCC(=O)Nc1ccc(OC(F)F)c(Cl)c1 | -1 | 9 | -12 | -3 | -4 | -28 | -2 | 3 | 3 | 3 | -1
COCCNC(=O)C(c1ccc(OC)cc1)N(Cc1ccco1)C(=O)CCC(=O)Nc1ccccn1 (stereo not drawn) | 12 | -1 | 11 | -6 | 1 | 6 | -10 | -5 | -12 | 0 | -11
CC(C)(C)C(=O)NC(=S)Nc1ccccc1C(=O)NC1CCCCC1 | -29 | -2 | -4 | -12 | -7 | -5 | -7 | -3 | x | 4 | 8
CN(CC(=O)Nc1ccccc1Cl)C(=O)c1ccc(N2CCCCCC2)c([N+](=O)[O-])c1 | 22 | 0 | 43 | -32 | 4 | 41 | 3 | 18 | 20 | 6 | 9
COC(=O)c1cn(CCOc2ccccc2OC)c2ccccc12 | 4 | -1 | x | -1 | 30 | -10 | 11 | 13 | 22 | -15 | 10
CCSc1nnc(NC(=O)C2Cc3ccccc3CN2S(=O)(=O)CC)s1 (stereo not drawn) | 14 | 2 | -13 | -10 | -10 | 0 | -6 | -25 | -39 | 3 | -8
CNC(=O)NC(=O)COc1c(F)c(F)cc(F)c1F | 3 | 4 | 1 | 7 | 0 | -18 | 9 | -18 | -9 | 6 | 16
CC(C)c1ccc(N2C=Nc3ccc(C(C)C)cc3C2)cc1 | 22 | -8 | -9 | 14 | -47 | 24 | -22 | -14 | -27 | 15 | 11
CC(NC(=O)c1cccnc1)C(=O)O (stereo not drawn) | 0 | 9 | -19 | 1 | 8 | 0 | -2 | 12 | -53 | -2 | 1
CCCn1c(=O)c(C(=O)Nc2ncccc2O)c(O)c2ccccc21 | -11 | 6 | 43 | 16 | 12 | 87* | 7 | 11 | -11 | -4 | 12
O=C(CCC(=O)N1CCCCC1)Nc1ccc(Cl)c(Cl)c1 | 12 | 7 | -11 | 8 | -12 | -13 | 9 | 14 | -6 | -1 | -12
Cc1ccc(C(=O)COC(=O)CCc2nc3ccccc3[nH]c2=O)cc1C | -3 | 12 | -5 | -10 | -28 | 6 | 23 | 1 | -33 | -4 | -11
COc1ccccc1NC(=O)C1CCCN(S(=O)(=O)c2cnc[nH]2)C1 (stereo not drawn) | -9 | -8 | 9 | 6 | 6 | 14 | -9 | -6 | -4 | 6 | -1
CCC(C)Sc1cccc(-c2nc3ccc(C)cn3c2NC2CCCCC2)c1 (stereo not drawn) | -5 | -23 | -40&-7 | 42 | -2 | 0&-16 | -5&-3 | -12&-11 | 20 | 18&-3 | -1
Cc1ccc(NC(=O)CNCc2ccccc2Cl)cc1S(=O)(=O)N(C)C | -12 | -3 | -54 | -6 | 1 | -19 | -8 | 9 | -12 | -16 | -13
O=C(Nc1ccc(Cl)cc1)/C(=C/c1cccc(O)c1)c1nc2ccccc2s1 | 27 | -91* | 83* | 90* | -3 | 104* | 53 | 66* | 93* | 88* | 6
O=C(O)CCN1CCOCC1 | -11 | 4 | 11 | -4 | -1 | 4 | 15 | -1 | 2 | 1 | -6
Cc1noc(C)c1COc1ccccc1C(=O)N(C)Cc1ccc(F)cc1 | 19 | -2 | -2 | 4 | 10 | 9 | 22 | -9 | 14 | 9 | -2
O=C(CNC(=O)c1ccco1)OCC(=O)c1ccc(Br)cc1 | -6 | 1 | -7 | -9 | -8 | -1 | 7 | 1 | -12 | -20 | 3
CC(C)N=C1NN=C(c2ccc(F)cc2)CS1 | -69 | -5 | -25 | -5 | 15 | 49 | -138 | -56 | 2 | 33 | -76
CCOc1ccc2nc(N3CCCC(C(=O)NCCCN4CCCCC4)C3)sc2c1 (stereo not drawn) | -43 | 5 | -23 | 10 | 0 | -20 | -47 | -21 | -46 | 5 | -38
COc1ccc(/C=N/NC(=O)CCN2CCCCC2c2cccnc2)cc1Cn1cc([N+](=O)[O-])cn1 (stereo not drawn) | 16 | 10 | 10 | -16 | 20 | 4 | -1 | 6 | 21 | -5 | -12
COCCN(C(=O)CSc1nnc(-c2ccccc2C)n1C)c1c(N)n(Cc2ccccc2)c(=O)[nH]c1=O | 20 | -1 | 1 | 0 | -1 | -1 | -9 | -11 | 6 | -10 | 7
CCOC(=O)CN(C(=O)c1snc(C(N)=O)c1N)C(C(=O)NC1CCCCC1)c1ccc(F)cc1 (stereo not drawn) | 6 | -5 | 10 | -2 | -8 | -11 | 9 | -13 | -41 | -14 | 17
CN(C)NC(=S)NC1CC2CCC1C2 (stereo not drawn) | 4 | 6 | 1 | -3 | -5 | -3 | -9 | -3 | -23 | -7 | 3

# (continued)
# Below each SMILES – NCOA3 inh | KKLEB tox | TROY NFkB inh | CF NFkB inh | EBV LMP1 NFkB | TWEAK-Fn14 inh | NR5A2 inv ag | COUP-TFII inh | Shn3 3UTR inh | TRAIL sens C8 | NCOA1 inh
CC(C)(C)OC(=O)N1CCC2(CC1)C(C#N)=C(N)OC1=C2C(=O)CCC1
→ 15 | -1 | -11 | -14 | -9 | -5 | -15 | 10 | -15 | -15 | -8
COc1ccccc1NC(=O)C1=C(C)NC(=O)NC1c1cccc(OC)c1OC (stereo not drawn)
→ 32 | 6 | -6 | 5 | -3 | -23 | 2 | -4 | -4 | -6 | -3
Cc1ccc(OCC(=O)NCCCNC(=O)c2cccnc2)cc1C
→ -22 | 2 | 8 | 1 | -9 | 5 | 10 | -10 | -6 | 11 | -10
NC(=O)C1(N2CCCCC2)CCN(C(=O)c2ccc(-n3cnnn3)cc2)CC1
→ -32 | -9 | -7 | -6 | 64* | -1 | -6 | 8 | -2 | -7 | -17
CCc1cn(C2CC(O)C(CO)O2)c(=O)[nH]c1=O (stereo not drawn)
→ 20 | 3 | -24 | 15 | 3 | -8 | 18 | -21 | 0 | 10 | -3
O=C(NCc1ccccc1Cl)C(=O)NCC1CCCN1S(=O)(=O)c1cccs1 (stereo not drawn)
→ 6 | 8 | 7 | 16 | 1 | 8 | 1 | 13 | 4 | -18 | -7
CS(=O)(=O)c1ccc(-n2c(=O)n(Cc3ccccc3)c(=O)c3[nH]cnc32)cc1
→ -20 | 1 | 0 | -4 | 0 | 9 | -27 | 1 | 16 | 0 | -5
CC(C)(C)OC(=O)C[C@H]1C/C=C\C[C@@H](CC(=O)N[C@@H](CO)Cc2ccccc2)C(=O)NC[C@@H](c2ccccc2)OC1=O
→ 4 | 5 | -6 | -1 | 0 | -11 | 8 | 4 | 2 | 2 | -4
COc1ccc(NC2SC(=O)N(CC(=O)O)C2=O)cc1 (stereo not drawn)
→ 9 | 2 | 3 | -1 | -12 | -19 | 4 | -8 | -6 | -18 | -2
CCOc1ccc2nc(N/C(N)=N/C(=S)Nc3cccc(OC)c3)nc(C)c2c1
→ -5 | -15 | 5 | -5 | 15 | 15 | 10 | -4 | 28 | 11 | 10
NC(=O)c1ccccc1OCCOc1ccc(Br)cc1
→ -8 | -5 | -28 | -1 | -3 | -10 | -31 | -6 | -19 | 26 | -23
Cc1cc(C)nc(N2CCCC(C(=O)NCc3ccccc3F)C2)n1 (stereo not drawn)
→ -4 | 0 | -13 | 6 | -3 | -9 | 1 | 4 | -4 | -5 | 8
O=C(NC(Cc1ccccc1)C(=O)N1CCN(S(=O)(=O)c2ccccc2)CC1)c1ccccc1 (stereo not drawn)
→ -38 | -5 | -7 | -24 | -3 | 0 | -14 | 5 | 5 | -17 | 1
CCN(CC)C(=O)CSc1ncnc2c(-c3cccs3)nsc12
→ -52 | -6 | -32 | 13 | -1 | 27 | -21 | 6 | -19 | 11 | -41
O=C(Nc1ccc(Cl)cc1)c1csc([C@H]2C[C@H](O)[C@@H](CO)O2)n1
→ -85 | 0 | -43 | 8 | x | -1 | -85 | -24 | -48 | 0 | -55
CCOC(=O)N1CCN(CC(O)c2ccccc2)CC1 (stereo not drawn)
→ -2 | -6 | 36 | -3 | 7 | -6 | 3 | 6 | -13 | 14 | -9
O=C(NC1CCSC1=O)c1ccc(Oc2ccc(F)cc2)nc1 (stereo not drawn)
→ -8 | -3 | -31 | 1 | 1 | -16 | 3 | -10 | -6 | 0 | -17
CCOC(=O)c1cc(-c2ccc(N3CCOCC3)cc2)nn1-c1ccccc1
→ 4 | 5 | 3 | 1 | 12 | 6 | -5 | 15 | 11 | -7 | 3
C/C(Cc1ccccc1)=N\NC(=O)c1ccc(F)cc1
→ -34 | -22 | -56 | -1 | -17 | -21 | -61 | -18 | -21 | 1 | -34
Cc1c(C(=O)Nc2nccs2)oc2ccc(F)cc12
→ -59 | -6 | -24 | -15 | -10 | 10 | -44 | -29 | -49 | 24 | -83
CCOC(=O)C1=C(COC(=O)c2ccccc2[N+](=O)[O-])NC(=O)NC1C (stereo not drawn)
→ 8 | 16 | -10 | -20 | 5 | -9 | -4 | -19 | -9 | -13 | -3
Cc1ccc(S(=O)(=O)N2CCN(Cc3ccco3)CC2)c(C)c1
→ -7 | -10 | 8 | 30 | 7 | 6 | 11 | 2 | 14 | -14 | 21
COc1ccc(-c2cc(-c3ccc(O)cc3)nc(N)c2C#N)cc1OC
→ -4 | -4 | 13 | -75 | -4 | 33 | 35 | -33 | 0 | -6 | -11

# A portion of the library, so the mix of outcomes need not match the whole.
